Screens (PubChem)
FBW7 activator = activators of human E3 ligase FBW7; Q969H0; AlphaScreen FBW7–phospho-cyclin E peptide binding, activator screen; normalized activity (activation), % at 26.1 µM; hit rate 0.13% among 650,000; in the data active means normalized activity above about 1.9%;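 further: purified mutant Fbw7 with reduced substrate affinity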
MITF primary = human MITF inhibition, primary screen; O75030; hit rate 0.91% among 650,000; AID 1259374; inhibition, % at 2.6 µM; AlphaScreen MITF homodimerization, bead proximity signal; in the data active means inhibition above about 50%;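 further: 0% = vehicle wells with protein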
Target sequence (O75030 whole entry, looked up): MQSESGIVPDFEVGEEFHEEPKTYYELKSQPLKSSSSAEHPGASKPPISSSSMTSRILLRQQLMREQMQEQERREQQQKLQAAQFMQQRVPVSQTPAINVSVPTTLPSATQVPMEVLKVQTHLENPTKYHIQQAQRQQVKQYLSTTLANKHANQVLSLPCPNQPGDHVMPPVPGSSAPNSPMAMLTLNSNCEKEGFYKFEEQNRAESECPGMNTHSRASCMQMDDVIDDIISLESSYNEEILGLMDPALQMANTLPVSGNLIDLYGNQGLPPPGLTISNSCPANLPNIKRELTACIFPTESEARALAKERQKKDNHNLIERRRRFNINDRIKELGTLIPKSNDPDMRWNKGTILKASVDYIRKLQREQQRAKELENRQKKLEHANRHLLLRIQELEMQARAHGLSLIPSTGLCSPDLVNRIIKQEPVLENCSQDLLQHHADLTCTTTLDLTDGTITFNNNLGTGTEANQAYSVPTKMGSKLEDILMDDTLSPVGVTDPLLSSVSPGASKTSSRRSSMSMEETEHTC
GPR151 activ = activates the human receptor GPR151 | hit rate 1% among 650,000 | AID 1508602 | activation, % at 11.2 µM | PathHunter beta-arrestin GPR151 cells, luminescence | Q8TDV0; in the data active means activation above about 4.9%;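 further: 0% = median of compound wells and 100% = cells with positive control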
Target sequence (Q8TDV0 whole entry, looked up): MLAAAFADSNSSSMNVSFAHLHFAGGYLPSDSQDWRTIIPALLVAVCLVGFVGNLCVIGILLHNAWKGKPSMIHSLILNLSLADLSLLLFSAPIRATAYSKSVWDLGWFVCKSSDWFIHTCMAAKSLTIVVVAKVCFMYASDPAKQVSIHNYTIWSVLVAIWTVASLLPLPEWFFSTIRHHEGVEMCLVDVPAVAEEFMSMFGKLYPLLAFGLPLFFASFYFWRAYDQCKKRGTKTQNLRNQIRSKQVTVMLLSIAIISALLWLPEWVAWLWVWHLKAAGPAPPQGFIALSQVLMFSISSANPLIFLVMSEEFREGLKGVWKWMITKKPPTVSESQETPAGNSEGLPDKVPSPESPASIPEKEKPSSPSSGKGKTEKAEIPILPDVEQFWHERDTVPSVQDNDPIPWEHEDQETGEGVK
TEAD-YAP inh = TEAD-YAP interaction inhibition | HEK-TIYL cells, TEAD-Gal4/YAP UAS-luciferase luminescence | inhibition, % at 9.12 µM | hit rate 1.4% among 640,000; in the data active means inhibition above about 32%;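 further: 0% = median of test compound wells and 100% = reference inhibitor wells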
Active calls of the source: *; & = joins results of further samples.

Letter code: A = FBW7 activator; B = MITF primary; C = GPR151 activ; D = TEAD-YAP inh
1) CCN1CCN(c2ncnc3sc(C(=O)O)c(C)c23)CC1
  A: 0.3 | B: 3.8 | C: 0.2 | D: 5.0
2) COc1cccc(C(=O)Nc2ccc([N+](=O)[O-])cc2)c1
  A: 0.0 | B: 24.1 | C: -1.7 | D: -54.0
3) O=C1OC(c2cc(Cl)ccc2Cl)=N/C1=C\c1cccc(Br)c1
  A: 0.0 | B: 9.7 | C: 0.3 | D: 7.5
4) COc1ccc([N+](=O)[O-])cc1NC(=O)Cn1cnc2c1c(=O)n(C)c(=O)n2C
  A: 0.0 | B: -5.7 | C: 0.0 | D: 0.2
5) Cc1nn(C)c(C)c1-c1nc(Nc2ccccc2)c2ncn(CCN3CCCC3=O)c2n1
  A: -0.1 | B: 1.0 | C: -1.2 | D: -11.3
6) Cc1cc(C)c2cc(C#N)c(SCC(=O)N3CC(=O)Nc4ccccc43)nc2c1
  A: -0.1 | B: 3.5 | C: 0.5 | D: -0.2
7) COc1ccc(S(=O)(=O)Nc2ccc(-c3cn4cccnc4n3)cc2)cc1C
  A: 0.0 | B: 7.5 | C: -2.2 | D: -9.6
8) CCC[C@@H]1NC(=O)[C@H]2CN(C(=O)c3ccc(CC)cc3)CCN2C1=O
  A: 0.2 | B: 3.6 | C: -1.3 | D: 2.5
9) COC(=O)c1ccc(NC(=O)c2cc(-c3ccc(F)cc3)c[nH]2)cc1
  A: 0.1 | B: 16.9 | C: 0.9 | D: 3.5
10) CC(C)C[C@H]1C(=O)N2CCN(Cc3cnn(-c4ccccc4Cl)c3)C[C@@H]2C(=O)N1C
  A: -0.4 | B: -5.1 | C: 5.8* | D: -15.5
11) Cc1ccc(C2=CC(c3ccco3)n3ncnc3N2)cc1 (stereo not drawn)
  A: -0.2 | B: -1.2 | C: 2.5 | D: -1.0
12) Cc1cccc(CN2CCc3nnc(C(C)C)n3CC2)n1
  A: 0.0 | B: 3.3 | C: -0.3 | D: 2.5
13) COc1ccc(N/C(=N\S(=O)(=O)c2cccs2)c2ccccc2Cl)cn1
  A: 0.7 | B: 8.9 | C: -1.7 | D: -7.6
14) C/C(=N/Nc1nc2c(c(=O)n(C)c(=O)n2C)n1Cc1ccccc1)c1ccccc1O
  A: 0.1 | B: 5.8 | C: 1.1 | D: 7.4
15) CN(C)C(=O)c1nc2ccc(Cl)cn2c1CNCCc1cnn(-c2ccccc2)c1
  A: 0.2 | B: -4.3 | C: 0.4 | D: 3.7
16) COc1cccc(/C=C2/N=C(c3cccc([N+](=O)[O-])c3C)OC2=O)c1
  A: -0.1 | B: -2.7 | C: 0.2 | D: 1.7
17) Cc1ccccc1C(=O)Nc1cc(-c2ccccc2)[nH]n1
  A: 1.4 | B: 7.5 | C: -2.4 | D: -50.2
18) COC(=O)c1cccc(NC(=S)N2CCOCC2)c1
  A: 0.0 | B: -6.8 | C: 0.2 | D: 1.7
19) CSc1ccc(/C=C2/N=C(c3cccc([N+](=O)[O-])c3)OC2=O)cc1
  A: 0.8 | B: -1.7 | C: -1.3 | D: 4.7
20) O=C1/C(=C/c2ccc(-c3ccc(Cl)c(Cl)c3)o2)C=C(c2ccccc2)N1c1ccc(Br)cc1
  A: -0.2 | B: -10.5 | C: 0.0 | D: 3.2
21) CC(C)n1c(Nn2cnnc2)nc2ccccc21
  A: 0.0 | B: 11.6 | C: -0.5 | D: -6.0
22) COc1ccc(C(=O)Nn2c(-c3ccc(F)cc3)nc3ccccc3c2=O)c(OC)c1
  A: 0.6 | B: 4.4 | C: -1.0 | D: -4.2
23) CCOc1cc(C#N)c(NC(=O)c2cccs2)cc1OCC
  A: 0.2 | B: 1.6 | C: -0.6 | D: 48.0*
24) C=CCNc1ccc([N+](=O)[O-])cc1C#N
  A: 0.6 | B: 10.5 | C: -1.4 | D: 3.2
25) O=C(CN1C(=O)c2ccccc2C1=O)Nc1ccc(C(=O)Nc2nccs2)cc1
  A: 1.1 | B: 4.6 | C: -0.3 | D: -9.4
26) Nc1nc(NCCc2ccc(O)cc2)cc(-c2ccc(N3CCOCC3)nc2)n1
  A: 1.1 | B: 13.6 | C: 2.6 | D: -0.1
27) CCOC(=O)C1(CC2CCCCO2)CCN(C(=O)c2n[nH]c3ccc(C)cc23)CC1 (stereo not drawn)
  A: 0.0 | B: -20.4 | C: -0.9 | D: 3.6
28) CCCOC(=O)C(C)Oc1ccc2c3c(c(=O)oc2c1C)CCC3 (stereo not drawn)
  A: 0.8 | B: 12.7 | C: -0.3 | D: -1.7
29) CSc1nc2sc3c(c2c(=O)n1-c1ccc(C)cc1)CCC(C(C)(C)C)C3 (stereo not drawn)
  A: -0.1 | B: -7.1 | C: 1.3 | D: -12.6
30) CCOC(=O)c1sc(NC(=O)/C=C/c2ccc([N+](=O)[O-])s2)nc1C
  A: 0.0 | B: -4.1 | C: -2.0 | D: 0.7
31) CCCN(CCC)S(=O)(=O)c1cc(OC)c(Br)cc1OC
  A: 0.1 | B: 2.3 | C: -0.5 | D: -3.7
32) c1ccc(CN2CCC(Nc3ccnc(Nc4nccc5ccccc45)n3)CC2)cc1
  A: -0.4 | B: -4.0 | C: 0.4 | D: 2.1
33) O=C(/C=C/c1ccc(F)cc1)NC(=S)Nc1ccccc1O
  A: -0.1 | B: -20.6 | C: 1.4 | D: -29.6
34) O=[N+]([O-])c1c(Nc2ccc(Cl)cc2)cc(N2CCOCC2)c2nonc12
  A: -0.1 | B: 6.4 | C: -2.4 | D: 8.0
35) Nc1nonc1-n1nnc(C(=O)N/N=C/c2cccc(Cl)c2)c1CN1CCCCC1
  A: 0.1 | B: -10.1 | C: 2.6 | D: -2.5
36) O=C(Nc1ccc([N+](=O)[O-])cc1)C1(c2ccccc2)CC1(Cl)Cl (stereo not drawn)
  A: 0.0 | B: -18.5 | C: 1.3 | D: -19.2
37) O=[N+]([O-])c1cccc(Nc2nc(-c3ccccc3)c3cc(Br)ccc3n2)c1
  A: 0.0 | B: 4.3 | C: 0.4 | D: 11.3
38) COc1ccc(NC(=O)Nc2c(SC)nsc2SC)cc1
  A: 0.1 | B: 10.1 | C: 3.3 | D: -1.4
39) CC1CCN(C(=O)c2c[nH]c3ccc(S(=O)(=O)N(C)c4ccc(Cl)cc4F)cc3c2=O)CC1
  A: -0.1 | B: 8.1 | C: 1.1 | D: -4.7
40) CC1CCCC(C)N1C(=O)COc1ccc(Br)cc1 (stereo not drawn)
  A: -0.1 | B: 2.8 | C: -0.8 | D: -1.7
41) Cc1cc2c(cc1C)[n+](C)cn2CC(O)COC1CCCCC1 (stereo not drawn)
  A: -0.1 | B: 8.2 | C: -0.9 | D: 6.9
42) COc1ccc(OCC(=O)NCc2ccc(C)cc2)cc1
  A: -0.1 | B: 2.3 | C: 0.9 | D: -0.6
43) COc1cc(C(=O)Nc2cc(C(=O)N3CC=C(c4ccccc4)CC3)ccc2N2CC3CC(C2)c2cccc(=O)n2C3)cc(OC)c1OC (stereo not drawn)
  A: 0.3 | B: -6.8 | C: -1.7 | D: -13.3
44) CCOc1ccc(C(=O)Nc2ccc(-c3nc4ccc(C)cc4s3)cc2)cc1Cl
  A: 0.2 | B: -11.6 | C: -0.5 | D: -0.2
45) Cc1nc2sc3c(O)cc(=O)[nH]c3c2c2c1CCC2
  A: 0.0 | B: 5.0 | C: -0.5 | D: 4.2
46) CCC(COC)NC(=O)CCC1(Cc2ccc(OC)cc2)CCC(=O)N1 (stereo not drawn)
  A: 0.1 | B: 3.2 | C: -0.2 | D: -0.2
47) CC1(C)CC(=O)C2=C(C1)Nc1[nH]c(=O)[nH]c(=O)c1C2c1ccc(F)cc1 (stereo not drawn)
  A: -0.1 | B: -5.2 | C: -0.8 | D: 10.6
48) O=c1[nH]c(=O)n(-c2ccc(Cl)cc2)c(O)c1/C=N/c1nc2ccc(Cl)cc2s1
  A: 0.2 | B: 27.6 | C: 1.2 | D: 0.7
49) CN1C2=C(C(=O)CCC2)C(c2ccc3c(c2)OCO3)C2=C1CCCC2=O
  A: 0.1 | B: 24.8 | C: 0.0 | D: -2.1
50) Cc1cnc(=O)[nH]c1SCC(=O)c1ccc(F)cc1
  A: -0.2 | B: 3.4 | C: -4.3 | D: -22.1

Looked up by compound from the entries so far (5):
Letter code: A = FBW7 activator; B = MITF primary; C = GPR151 activ; D = TEAD-YAP inh
4) COc1ccc([N+](=O)[O-])cc1NC(=O)Cn1cnc2c1c(=O)n(C)c(=O)n2C
  A: 0.0 | B: -5.7 | C: 0.0 | D: 0.2
31) CCCN(CCC)S(=O)(=O)c1cc(OC)c(Br)cc1OC
  A: 0.1 | B: 2.3 | C: -0.5 | D: -3.7
5) Cc1nn(C)c(C)c1-c1nc(Nc2ccccc2)c2ncn(CCN3CCCC3=O)c2n1
  A: -0.1 | B: 1.0 | C: -1.2 | D: -11.3
23) CCOc1cc(C#N)c(NC(=O)c2cccs2)cc1OCC
  A: 0.2 | B: 1.6 | C: -0.6 | D: 48.0*
46) CCC(COC)NC(=O)CCC1(Cc2ccc(OC)cc2)CCC(=O)N1 (stereo not drawn)
  A: 0.1 | B: 3.2 | C: -0.2 | D: -0.2

Back to the main list with the 3 entries that preceded the break.
Second line of a record – FBW7 activator, MITF primary, GPR151 activ, TEAD-YAP inh
48	O=c1[nH]c(=O)n(-c2ccc(Cl)cc2)c(O)c1/C=N/c1nc2ccc(Cl)cc2s1
  0.2, 27.6, 1.2, 0.7
49	CN1C2=C(C(=O)CCC2)C(c2ccc3c(c2)OCO3)C2=C1CCCC2=O
  0.1, 24.8, 0.0, -2.1
50	Cc1cnc(=O)[nH]c1SCC(=O)c1ccc(F)cc1
  -0.2, 3.4, -4.3, -22.1
51	CCOC(=O)CNC(=O)CSc1ccc2nnc(-c3ccncc3)n2n1
  1.5, 9.3, 2.3, -20.5
52	CN(C)C(=O)CCc1nc2sc3c(c2c(=O)[nH]1)CCCC3
  0.1, 4.0, -1.9, 8.8
53	CC(=O)Nc1cccc(-c2n[nH]c(=S)n2C)c1
  -0.1, 6.3, -0.3, 2.4
54	COc1ccccc1NC(=O)c1sc2nc(C)nc(N3CCN(C)CC3)c2c1C
  -0.4, 22.9, -0.3, -10.5
55	CN1CCN(C(=O)c2nn(C34CC5CC(CC(C5)C3)C4)cc2[N+](=O)[O-])CC1
  0.5, 27.4, 0.6, -4.4
56	Cc1cc(C)c(S(=O)(=O)c2ccccc2F)c(=O)[nH]1
  0.1, -1.2, -0.5, -2.1
57	CCc1ccc(OCCn2ccnc2)cc1
  0.0, 30.5, -0.2, -1.9
58	Nc1ncc(CN2CCc3ccc(NC(=O)C4(c5ccccc5)CC4)cc3C2)cn1
  0.2, 8.8, -2.2, 3.4
59	CCOc1ccc(-n2cc(-c3ccccc3)c3c(NCc4cccc(Cl)c4)ncnc32)cc1
  -0.1, 5.9, -1.0, 8.0
60	COc1ccc(-n2ncc3c(SCC(=O)Nc4nccs4)ncnc32)cc1
  0.1, 22.7, -1.3, -9.2
61	NC(=O)C1CCN(c2ccc(Cl)nn2)CC1
  0.1, 6.3, -0.7, 8.1
62	Cc1c(NS(=O)(=O)c2ccc(N=NN(C)C)cc2)c(=O)n(-c2ccccc2)n1C
  0.7&-0.2, 38.8&-5.9, 0.7&2.1, 14.8&-3.7
63	COc1ccc(CCNc2nc(SCC(=O)c3ccc(Br)cc3)nc3ccccc23)cc1OC
  0.9, 14.1, -1.2, 9.3
64	CC(=O)Nc1ccc(NC(=O)CN(c2ccc(C(C)C)cc2)S(C)(=O)=O)cc1
  0.2, -13.7, -1.2, -46.7
65	C/C(=N\NC(=O)CNC(=O)c1ccc2c(c1)OCO2)c1cccc(Br)c1
  0.2, -6.8, -0.1, 3.9
66	COc1ccc(-c2csc(NC(=O)c3ccc(S(=O)(=O)N4CCCC4)cc3)n2)cc1
  0.4, 1.1, 1.4, 11.3
67	NC(=O)COC(=O)CC12CC3CC(CC(Br)(C3)C1)C2
  -0.1, -0.2, -0.5, 6.3
68	COc1cccc(CN2CCN(Cc3[nH]c4ccccc4c3C)CC2CCO)c1 (stereo not drawn)
  -0.1, 2.6, 0.9, -7.7
69	Cc1cccc(-n2c(N)cc(=O)nc2SCC(=O)Nc2nc3ccccc3s2)c1
  0.0, -6.9, -0.1, -1.1
70	CC(=O)Nc1ccc(Nc2ncnc3c2c(-c2ccccc2)cn3-c2ccc(Cl)cc2)cc1
  0.2, -8.3, -0.6, -5.5
71	CNC(=O)c1ccc(C(=O)N(C2CCCCC2)C2CCCCC2)cc1
  0.0, 4.3, 0.9, -1.0
72	CN1CCN(c2ccc(-c3nc(NCc4cccnc4)c4ncn(-c5ccccc5)c4n3)cc2)CC1
  -0.1, 22.2, 0.6, 12.8
73	N#CCCN(CCC#N)S(=O)(=O)c1ccc(C(=O)Nc2ccc(Cl)cc2C(=O)c2ccccc2Cl)cc1
  0.0, 23.8, 0.1, 2.2
74	O=C(Nc1cccc2ccccc12)N1CCCC(O)C1 (stereo not drawn)
  -0.2, -1.7, 1.2, -2.3
75	O=C(c1cc2c([nH]1)CCCC2)N1CCC[C@H]1[C@H](O)c1nc2ccccc2s1
  0.1, 24.4, -1.1, 5.1
76	CCOC(=O)C1(CC2CCCCO2)CCN(C(=O)Nc2ccc(C(F)(F)F)cc2)CC1 (stereo not drawn)
  0.3, 8.1, -0.8, 7.8
